From PubChem
CDK5 p35 inh: inhibitors of human CDK5/p35 kinase. Q00535+Q15078. Recombinant CDK5/p35, ADP-Glo luminescence, 60 min. inhibition, % at 10 µM. 0.01% of 330,000 active. AID 488839;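 active = highest replicate inhibition of at least 50% and at least 75% of replicates reaching 50%; inconclusive = only one of the two criteria met; inactive = both criteria failed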;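 note: plate controls were DMSO neutral control for no effect and GW8510 at 10 µM for full effect; many of its hits are not listed in these tables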
Target sequence (Q00535 whole entry, looked up): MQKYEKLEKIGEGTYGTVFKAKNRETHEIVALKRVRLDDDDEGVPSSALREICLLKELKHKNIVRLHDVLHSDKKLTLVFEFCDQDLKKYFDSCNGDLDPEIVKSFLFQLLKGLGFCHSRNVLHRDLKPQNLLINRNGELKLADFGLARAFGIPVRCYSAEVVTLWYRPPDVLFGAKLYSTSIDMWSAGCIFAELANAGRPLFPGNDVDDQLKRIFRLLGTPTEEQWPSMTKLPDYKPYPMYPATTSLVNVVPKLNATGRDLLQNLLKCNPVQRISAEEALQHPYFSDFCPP
Target sequence (Q15078 whole entry, looked up): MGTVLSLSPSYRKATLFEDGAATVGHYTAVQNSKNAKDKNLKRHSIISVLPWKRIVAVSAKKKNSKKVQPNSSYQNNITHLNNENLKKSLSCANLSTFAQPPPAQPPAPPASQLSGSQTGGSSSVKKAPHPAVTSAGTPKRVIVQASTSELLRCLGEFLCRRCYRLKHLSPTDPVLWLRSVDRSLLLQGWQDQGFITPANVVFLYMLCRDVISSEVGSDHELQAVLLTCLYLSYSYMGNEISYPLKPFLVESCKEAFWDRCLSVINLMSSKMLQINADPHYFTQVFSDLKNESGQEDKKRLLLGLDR
NSD2 inh: inhibitors of human histone methyltransferase NSD2; O96028; NSD2 peptide methylation, AlphaScreen, 120 min; inhibition, % at 12.5 µM; 0.54% of 310,000 active; in the data active = inhibition above about 50%
SR-BI HDL uptake: mouse SR-BI HDL lipid transfer inhibition; AID 488896; inhibition, % at 12.5 µM; ldlA[mSR-BI] CHO cells, DiI-HDL uptake fluorescence, 3 h; Q61009; 0.96% of 320,000 active;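 active = mean replicate inhibition of at least 70% and a set share of replicates each scoring 70 or more; inconclusive = meets just one of the two criteria; inactive = fails both criteria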;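 note: 0% = median of neutral control wells and 100% = median of positive control wells; values of inactives mirror those of a sister screen read the other way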
PvdQ acylase: blocks Pseudomonas aeruginosa PvdQ acylase activity. purified PvdQ acylase, fluorescence plate reader. inhibition, % at 10 µM. 0.063% of 340,000 active; in the data active = inhibition above about 30%, passing the limit was not always enough; inconclusive = no clear call, values can overlap the other calls;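 note: 0% = vehicle neutral wells and 100% = reference inhibitor wells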
V-ATPase pHluor: yeast V-ATPase proton transport regulation by pHLuorin; S. cerevisiae, pHLuorin cytosolic pH fluorescence; response, % at 10 µM; 0.37% of 350,000 active; AID 504577; in the data active = response mostly above about 7.3%, no sharp cut-off; inactive = mostly below about 5.4%; note: actives read high; inactives centre near 0; some compounds called inactive have numbers as strong as hits; reference of the scale not given here
Wnt act: activates Wnt/beta-catenin signaling in a reporter cell assay; 1.2% of 300,000 active; activation, % at 9.35 µM; activator, plate reader; in the data active = activation above about 30%, passing the limit was not always enough; inconclusive = no clear call, values can overlap the other calls;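 note: 0% = neutral control wells and 100% = positive control wells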
HTR5A inv ctr: HTR5A inverse agonism, opioid heterodimer counter-screen; inhibition, % at 9.3 µM; P47898; 0.083% of 340,000 active; AID 504634; HTR5A cell line, luminescence; in the data active = inhibition mostly above about 23%, no sharp cut-off; inactive = mostly below about 18%;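 note: 0% = cells with DMSO and 100% = no-cell wells with DMSO; some compounds called inactive have numbers as strong as hits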
Target sequence (P47898 whole entry, looked up): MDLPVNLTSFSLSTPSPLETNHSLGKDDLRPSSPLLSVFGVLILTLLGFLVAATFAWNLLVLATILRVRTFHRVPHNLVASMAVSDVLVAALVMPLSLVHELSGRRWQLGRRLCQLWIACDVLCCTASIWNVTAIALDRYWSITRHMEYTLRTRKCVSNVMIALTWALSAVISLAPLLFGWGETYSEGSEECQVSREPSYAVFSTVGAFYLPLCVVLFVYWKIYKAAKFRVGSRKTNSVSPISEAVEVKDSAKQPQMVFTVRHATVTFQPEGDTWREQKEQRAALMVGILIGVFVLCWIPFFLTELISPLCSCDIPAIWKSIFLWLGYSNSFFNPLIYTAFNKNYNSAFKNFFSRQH
dFosB activator: enhances mouse delta FosB homodimer DNA binding | 0.99% of 340,000 active | activation, % at 25 µM | purified delta FosB, TAMRA-CDK5 oligo fluorescence polarization; percent of positive-control signal above neutral wells | P13346;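 active = mean activation above about 17%, with every replicate also reaching it, limit read from the data, passing the limit was not always enough; inconclusive = only one of the two conditions met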;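 note: fluorescence polarization rise as delta FosB binds a TAMRA Cdk5 AP-1 oligo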
MITF act: activators of MITF-driven TRPM1 promoter activity in SK-MEL-5 cells; SK-MEL-5 TRPM1-promoter luciferase, 24 h; % of positive control, neutral wells = 0; activation, % at 12.5 µM; 0.75% of 300,000 active; AID 588334;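 active = mean activation of at least 80% with every replicate also reaching 80%; inconclusive = mean reaches 80% but some replicate falls short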;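 note: 0% = neutral control wells and 100% = parthenolide positive control wells; values of inactives mirror those of a sister screen read the other way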
HTR5A ag ctr: counter-screen for OPRM1-OPRD1 agonists: human HTR5A agonism | P47898 | activation, % at 9.3 µM | HTR5A agonist assay, luminescence, cell-based | 0.61% of 340,000 active; in the data active = activation mostly above about 9.5%, no sharp cut-off; inactive = mostly below about 7.6%;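 note: 0% = cells with vehicle only and 100% = reference agonist; strong numbers were not always called active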
Active calls of the source: *; & = joins results of further samples.

How did CCCC[C@H]1COCCS(=O)(=O)N1Cc1cccc(F)c1 do in these assays?
CDK5 p35 inh: -4.9; SR-BI HDL uptake: -9; PvdQ acylase: -17; V-ATPase pHluor: 3; Wnt act: -4; HTR5A inv ctr: -13; dFosB activator: 2; MITF act: -4; HTR5A ag ctr: -1

Results for Cc1cccc(NS(=O)(=O)c2ccc3c(c2)CCC(=O)N3)c1 ?
CDK5 p35 inh: -0.7; NSD2 inh: -1; PvdQ acylase: 6; V-ATPase pHluor: 0; Wnt act: -2&-1; HTR5A inv ctr: -7; dFosB activator: -3; MITF act: -5; HTR5A ag ctr: 3

Results for CCN(CCCNC(=O)COc1cc(=O)n(CC)c2ccccc12)Cc1ccccc1 ?
CDK5 p35 inh: 0.1; NSD2 inh: 5; SR-BI HDL uptake: -17; PvdQ acylase: -13; V-ATPase pHluor: -1; Wnt act: 4; HTR5A inv ctr: 12; dFosB activator: -11; HTR5A ag ctr: -4

What do the screens show for `Cc1cc(C)c2c(=O)cc(C(F)(F)F)oc2n1`?
CDK5 p35 inh: -1.5; NSD2 inh: -5; SR-BI HDL uptake: -16; PvdQ acylase: 2; V-ATPase pHluor: 0; Wnt act: -1; HTR5A inv ctr: 3; dFosB activator: -4; MITF act: 4; HTR5A ag ctr: 2

Results for CCn1c(=O)c2sccc2n(Cc2cccc(C)c2)c1=O ?
CDK5 p35 inh: -0.1; NSD2 inh: -4; SR-BI HDL uptake: 1; PvdQ acylase: -5; V-ATPase pHluor: -1; Wnt act: -1; HTR5A inv ctr: 0; dFosB activator: -4; HTR5A ag ctr: 0

How did Cc1ccc(S(=O)(=O)NC2CCCC2)cc1C do in these assays?
CDK5 p35 inh: -1.8; NSD2 inh: 17; SR-BI HDL uptake: -12; PvdQ acylase: 24; V-ATPase pHluor: 6; Wnt act: -2; HTR5A inv ctr: -14; dFosB activator: 2; MITF act: -5; HTR5A ag ctr: 0

Results for CC1CN(C(=O)CCC(=O)NCc2ccccn2)c2ccccc2O1 (stereo not drawn) ?
CDK5 p35 inh: 0.8; SR-BI HDL uptake: -11; PvdQ acylase: -6; V-ATPase pHluor: 2; Wnt act: 2; HTR5A inv ctr: -5; dFosB activator: -3; MITF act: 8; HTR5A ag ctr: 2

What do the screens show for `COc1cc(/C=N/NC(=O)c2ccc(Cl)cc2)ccc1OCC(=O)N1CC(C)OC(C)C1` (stereo not drawn)?
CDK5 p35 inh: -0.1; NSD2 inh: -3; SR-BI HDL uptake: 54; PvdQ acylase: 12; V-ATPase pHluor: 1; Wnt act: 0; HTR5A inv ctr: 2; dFosB activator: -12; MITF act: -6; HTR5A ag ctr: -1

How did O=C(CO/N=C/c1ccccc1)N1c2ccccc2Oc2ccccc21 do in these assays?
CDK5 p35 inh: -0.7; NSD2 inh: 9; SR-BI HDL uptake: 19; PvdQ acylase: -12; V-ATPase pHluor: 0; Wnt act: 4; HTR5A inv ctr: -8; dFosB activator: -9; HTR5A ag ctr: 6

How did CCC(C)(C)c1ccc(OCCCC[n+]2ccccc2)c(C(C)(C)CC)c1 do in these assays?
CDK5 p35 inh: 1.5; NSD2 inh: 3; SR-BI HDL uptake: -46; PvdQ acylase: -8; V-ATPase pHluor: -3; Wnt act: -19; HTR5A inv ctr: -27; dFosB activator: 0; MITF act: -99; HTR5A ag ctr: 9

Results for OCCN(CCO)c1nc2ccccc2[nH]1 ?
CDK5 p35 inh: -0.3; NSD2 inh: -1; SR-BI HDL uptake: -7; PvdQ acylase: -4; V-ATPase pHluor: -2; Wnt act: -6; HTR5A inv ctr: 2; dFosB activator: 2; MITF act: 5; HTR5A ag ctr: -1

What do the screens show for `Nc1cccc2c(=O)[nH][nH]c(=O)c12`?
CDK5 p35 inh: 0.5; NSD2 inh: 0; SR-BI HDL uptake: -5; PvdQ acylase: 10; V-ATPase pHluor: -4; Wnt act: -3; HTR5A inv ctr: -1; dFosB activator: -5; MITF act: 0; HTR5A ag ctr: 0

Results for C=CCn1c(SCC(=O)c2ccc(CNC(C)=O)o2)nc2scc(C3CC3)c2c1=O ?
CDK5 p35 inh: -2.4; NSD2 inh: -2; SR-BI HDL uptake: 22; PvdQ acylase: 7; V-ATPase pHluor: 0; Wnt act: -5; HTR5A inv ctr: 1; dFosB activator: -20; HTR5A ag ctr: 3

How did C=C(Br)CN1CCN(CC(=C)Br)CC1 do in these assays?
CDK5 p35 inh: 0.1; NSD2 inh: -1; SR-BI HDL uptake: -33; PvdQ acylase: -16; V-ATPase pHluor: 1; HTR5A inv ctr: 11; dFosB activator: -2; MITF act: -11; HTR5A ag ctr: -4

How did NC(=O)c1cc(S(=O)(=O)N2CCN(c3ccc([N+](=O)[O-])cc3)CC2)cs1 do in these assays?
CDK5 p35 inh: 0.8; NSD2 inh: 5; SR-BI HDL uptake: 3; PvdQ acylase: 2; V-ATPase pHluor: -3; Wnt act: -4; HTR5A inv ctr: 0; dFosB activator: -1; MITF act: -5; HTR5A ag ctr: 7

How did Cc1ccc(NC(=O)CN2CCCCC2)c2c1CC(C)(C)O2 do in these assays?
CDK5 p35 inh: 0.1; NSD2 inh: 2; SR-BI HDL uptake: 4; PvdQ acylase: -4; V-ATPase pHluor: -1; Wnt act: -4; HTR5A inv ctr: 10; dFosB activator: 4; MITF act: 8; HTR5A ag ctr: -4

Results for O=C1C(Cc2ccccc2)Nc2ncnc(N3CCN(c4ccccc4)CC3)c2N1Cc1ccc(Br)cc1 (stereo not drawn) ?
CDK5 p35 inh: 0.7; SR-BI HDL uptake: -11; PvdQ acylase: 10; V-ATPase pHluor: -4; Wnt act: 6; HTR5A inv ctr: 59*; dFosB activator: -3; MITF act: -8; HTR5A ag ctr: -22

What do the screens show for `CCN(CC)C(=O)c1csc(Nc2ccc(C)cc2)n1`?
CDK5 p35 inh: -0.2; NSD2 inh: 4; SR-BI HDL uptake: 19; PvdQ acylase: -7; V-ATPase pHluor: 1; HTR5A inv ctr: -21; dFosB activator: -1; HTR5A ag ctr: 0

What do the screens show for `CC1CCC2(CC1)NC(=O)N(NC(=O)CCc1c[nH]c3ccccc13)C2=O` (stereo not drawn)?
CDK5 p35 inh: -0.5; NSD2 inh: 2; SR-BI HDL uptake: 16; PvdQ acylase: -5; V-ATPase pHluor: -1; Wnt act: 0; HTR5A inv ctr: -14; dFosB activator: 4; MITF act: -15; HTR5A ag ctr: 5

How did Cc1nccc(-c2cc(-c3ccc(Cl)cc3Cl)no2)n1 do in these assays?
CDK5 p35 inh: 0.6; NSD2 inh: 0; SR-BI HDL uptake: -1; PvdQ acylase: -12; V-ATPase pHluor: 2; Wnt act: inconclusive; HTR5A inv ctr: -8; dFosB activator: 2; MITF act: 70; HTR5A ag ctr: 0

What do the screens show for `CCN(C1CCCCC1)S(=O)(=O)CCNC(=O)c1ccc2c(c1)OCO2`?
CDK5 p35 inh: -0.5; NSD2 inh: 8; SR-BI HDL uptake: -11; PvdQ acylase: -14; V-ATPase pHluor: -3; Wnt act: -1; HTR5A inv ctr: -9; dFosB activator: -10; MITF act: 0; HTR5A ag ctr: 3

How did Cc1nc(C)n(CC(O)COc2ccc3cc(Br)ccc3c2)n1 (stereo not drawn) do in these assays?
CDK5 p35 inh: 4.9; NSD2 inh: 5; SR-BI HDL uptake: -15; PvdQ acylase: 0; V-ATPase pHluor: -4; HTR5A inv ctr: -8; dFosB activator: -7; MITF act: 4; HTR5A ag ctr: 3

Results for COc1ccccc1OCCCn1c(C)c(C#N)c2ccccc21 ?
CDK5 p35 inh: -0.2; NSD2 inh: -1; SR-BI HDL uptake: 20; PvdQ acylase: -5; V-ATPase pHluor: 0; Wnt act: -10; HTR5A inv ctr: -16; dFosB activator: 4; MITF act: -2; HTR5A ag ctr: 4

How did CN(CC(=O)Nc1ccc(N2CCOCC2)cc1)C(=O)c1cc(S(=O)(=O)N(C)C)ccc1Cl do in these assays?
CDK5 p35 inh: -0.4; NSD2 inh: 2; SR-BI HDL uptake: -10; PvdQ acylase: 7; V-ATPase pHluor: -3; Wnt act: 2; HTR5A inv ctr: -30; dFosB activator: -6; MITF act: -3; HTR5A ag ctr: 0

Results for COc1ccc(C(=O)N/N=C/c2ccc(SC)cc2)cc1 ?
CDK5 p35 inh: -1.1; NSD2 inh: 3; SR-BI HDL uptake: -13; PvdQ acylase: -8; V-ATPase pHluor: 0; Wnt act: 0; HTR5A inv ctr: -1; dFosB activator: -3; MITF act: 7; HTR5A ag ctr: 0

How did Cc1ccc(C)n1-c1nc(=S)[nH][nH]1 do in these assays?
CDK5 p35 inh: -0.1; NSD2 inh: 10; SR-BI HDL uptake: 3; PvdQ acylase: 5; V-ATPase pHluor: -2; HTR5A inv ctr: -8; dFosB activator: -1; MITF act: -3; HTR5A ag ctr: -1

What do the screens show for `COc1cc(O)c2c(=O)cc(-c3ccccc3)oc2c1`?
CDK5 p35 inh: 3.3; SR-BI HDL uptake: 55; PvdQ acylase: -3; V-ATPase pHluor: 3; Wnt act: 23; HTR5A inv ctr: 4; dFosB activator: -5; MITF act: 95*; HTR5A ag ctr: 6

What do the screens show for `COC(=O)N/N=C/c1cc(C)n(-c2ccccc2)c1C`?
CDK5 p35 inh: 0.9; NSD2 inh: -2; SR-BI HDL uptake: 0; PvdQ acylase: 4; V-ATPase pHluor: -5; Wnt act: 13; HTR5A inv ctr: -4; dFosB activator: -6; MITF act: 54; HTR5A ag ctr: -3

How did COc1ccc(CN(C)CC(=O)Nc2ccccc2C(=O)NC2CC2)cc1F do in these assays?
CDK5 p35 inh: 1.2; NSD2 inh: -2; SR-BI HDL uptake: 21; PvdQ acylase: -16; V-ATPase pHluor: 6; Wnt act: 2; HTR5A inv ctr: -35; dFosB activator: 2; MITF act: 11; HTR5A ag ctr: 14

Results for COc1ccc(Br)c(/C=N/NC(=O)COc2ccc(-c3ccccc3)cc2)c1 ?
CDK5 p35 inh: -0.2; NSD2 inh: -1; SR-BI HDL uptake: -6; PvdQ acylase: 0; V-ATPase pHluor: 1; HTR5A inv ctr: 6; dFosB activator: -10; MITF act: -2; HTR5A ag ctr: -4

How did N#CCC(=O)Nc1ccc(C(=O)NCC(c2ccco2)N2CCCCC2)cc1 (stereo not drawn) do in these assays?
CDK5 p35 inh: 0.7; NSD2 inh: -3; SR-BI HDL uptake: 17; PvdQ acylase: 1; V-ATPase pHluor: -1; Wnt act: 0; HTR5A inv ctr: -2; dFosB activator: -1; MITF act: -4; HTR5A ag ctr: 0

What do the screens show for `COc1ccc(CNC(=O)c2cc(-c3cccs3)on2)cc1`?
CDK5 p35 inh: 1.8; NSD2 inh: -5; SR-BI HDL uptake: 4; PvdQ acylase: 6; V-ATPase pHluor: 1; Wnt act: 1; HTR5A inv ctr: -2; dFosB activator: 14; MITF act: 10; HTR5A ag ctr: 1

How did O=S(=O)(c1ccc(NC(=S)NCCc2ccccc2)cc1)N1CCOCC1 do in these assays?
CDK5 p35 inh: -3.5; NSD2 inh: 0; SR-BI HDL uptake: 8; PvdQ acylase: -19; V-ATPase pHluor: 0; HTR5A inv ctr: 16; dFosB activator: -1; MITF act: -2; HTR5A ag ctr: -6

Results for COc1ccc(OCC(CO)N2CCN(c3ccccc3)CC2)cc1 (stereo not drawn) ?
CDK5 p35 inh: 0.7; NSD2 inh: -1; SR-BI HDL uptake: -9; PvdQ acylase: -17; V-ATPase pHluor: 0; Wnt act: -4; HTR5A inv ctr: 4; dFosB activator: 5; MITF act: 8; HTR5A ag ctr: -1

What do the screens show for `CSC1=N/C(=C\c2ccccc2F)C(=O)S1`?
CDK5 p35 inh: -1.1; NSD2 inh: -2; SR-BI HDL uptake: 6; PvdQ acylase: -14; V-ATPase pHluor: -2; HTR5A inv ctr: 10; dFosB activator: -1; MITF act: -8; HTR5A ag ctr: -1

Random draw from the library; overall some 5% were active at least once.
